Lipid storage S3: qHTS Assay for Lipid Storage Modulators in Drosophila S3 Cells; Drosophila S3 cells, BODIPY lipid droplet fluorescence, 18-24 h; cells fed with added oleic acid; Potency in µM for hits, for the others lipid storage change, negative = inhibition, % at the top dose, mostly 46.1 µM; hit rate 0.64% among 320,000; AID 2685; active = well fitted inhibition curve with a large enough effect in the signal ratio, with a control signal flat, not every such curve was filed as active; inconclusive = small, poorly fitted or top-dose-only effect, or effect the other way, or a change in a side signal; the % refers to the signal ratio
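Laser-scanning cytometry quantifies lipid droplet accumulation (500–530 nm total intensity; droplet/cell object ratio) in oleic acid-fed (400 uM added) Drosophila S3 cells treated with a concentration series. 20 uM Triacsin C defined 100% inhibition.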
Lipid storage S3 cell count max: further read-out of Lipid storage S3, marked with its call; cell number change, %; measured here: cell count max response;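 cells counted by Cell Tracker Red CMTPX staining in the red channel; peak over a dose series mostly up to 46.1 µM; percent activity relative to internal control wells on each plate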
The depositor's hits bear a star; i = inactive; ? = inconclusive; . = no result given. % is scaled to controls: 0 for no effect and ±100 for the full control effect; potency is read from the fitted curve at half-maximal effect. This is a subset (hit frequency here may not be typical).

mol	Lipid storage S3	Lipid storage S3 cell count max
Cc1cc(NC(=O)NC(=O)c2ccccc2)no1	?	.
Fc1ccc(-c2cc(-c3ccccc3)nc(-n3cccn3)n2)cc1	12%	0
COc1ccc(Cl)cc1NC(=O)Cc1c(F)cccc1Cl	?	.
C[C@H](NS(=O)(=O)c1ccc(Cl)cc1)C(=O)OCC(=O)NC(=O)Nc1ccc2c(c1)OCCO2	?	.
Cc1ccccc1NC(=O)NC1CCCCCCC1	-6%	-8
O=C(Cc1ccsc1)N1CCN(S(=O)(=O)c2cccc(F)c2)CC1	?	.
CC(C)(C)C1CCC(=NNC(=O)CN(c2ccccc2)S(=O)(=O)c2ccccc2[N+](=O)[O-])CC1 (configuration not stated)	2%	8
COc1ccc(OCc2nnc(SCc3ccc(C(=O)O)cc3)o2)cc1	0%	4
O=C(O)c1ccccc1N=N/C(=N/Nc1cc(S(=O)(=O)O)ccc1O)c1ccccc1	?	.
CCN(CC(=O)NCc1ccccn1)S(=O)(=O)c1ccc(Cl)cc1	i	-7
OC1CCCN(CC(O)COc2ccc(-c3ccccc3)cc2)C1 (configuration not stated)	?	.
CC(c1ccccc1)c1nnc(NC(=O)Nc2ccccc2F)s1 (configuration not stated)	?	.
CCCCC(CC)C(=O)NCC(C)NC(=O)C(CC)CCCC (configuration not stated)	?	.
COc1ccccc1CNC(=O)C/C(C)=N/NC(=O)COc1ccc(C)cc1Br	?	.
Cc1ccc(NC(=O)CN(C)C(=O)c2cccc(S(=O)(=O)NCc3ccccc3)c2)cc1	?	.
C=CCc1ccc(OC)c(OC)c1	14%	-3
CC1(C)CC(=O)C2=C(C1)NC(=O)CC2c1cc2c(cc1Br)OCO2 (configuration not stated)	i	18
O=C(CSc1ccc2nnc(-c3cccnc3)n2n1)NCC1CCCO1 (configuration not stated)	2%	1
COc1ccc(CN2C[C@H](C)[C@@H](CC(=O)NCc3ccccc3)C2=O)cc1	i	5
CC1CCCC(NC(=O)CSc2nnc(N)s2)C1C (configuration not stated)	?	.

Continued:
mol	Lipid storage S3	Lipid storage S3 cell count max
CCOCCCNCc1ccc(OCC(=O)N2CCOCC2)c(OC)c1	?	.
O=C(Nc1ccc(F)cc1)N(Cc1nnc2n1CCCCC2)c1ccccc1	?	.
COc1ccc(NS(=O)(=O)c2ccc(C)c(NC(=O)CN3C(=O)NC4(CCCC4)C3=O)c2)cc1	?	.
O=C(CCN1C(=O)COc2ccccc21)N1CCCCC1	?	.
CC1CCCCC1NC(=O)CSc1nnc(N)s1 (configuration not stated)	5%	-2
COc1cccc(CN2CCN(C3CCN(c4ccccc4C)CC3)CC2CCO)c1 (configuration not stated)	-9%	-24
CCOc1ccc(S(=O)(=O)N(CC(=O)NN=C2CCN(C)CC2)c2ccc(C)cc2)cc1	i	-5
CCC1Oc2ccccc2N(CC(=O)NCCN2CCCC2)C1=O (configuration not stated)	?	.
Cn1c(=O)c2c(nc(Cc3ccc(N)cc3)n2C)n(C)c1=O	8%	14
O=C(CN1C(=O)NC2(CCCC2)C1=O)Nc1ccccc1C(F)(F)F	-1%	1
Cc1cccc(NC(=O)Nc2ccc(S(N)(=O)=O)cc2)c1	2%	-5
O=C(NC1CCSc2ccccc21)c1ccc([N+](=O)[O-])cc1 (configuration not stated)	?	.
O=C(NC(=S)Nc1ccc(O)cc1)C1CCCC1	?	.
N#Cc1ccccc1NC(=O)COc1c(Br)cc(Br)c2cccnc12	?	.
CCN(Cc1ccncc1)C(=O)CC1C(=O)NCCN1Cc1ccc(F)c(F)c1 (configuration not stated)	-8%	1
COc1ccc(-c2c(C(C)=O)c(C)nc3sc4c(c23)NC(c2ccccc2)NC4=O)cc1 (configuration not stated)	0%	-5
COc1cc(S(=O)(=O)Nc2ccc(C)cc2)ccc1N=Cc1c(C)[nH]n(-c2ccccc2)c1=O	-51%	-14
CCCCCCC(=O)Nc1nc(C)c(-c2csc(Nc3ccccc3OC)n2)s1	?	.
CCOc1ccc(CN(C)C(=O)CNC(=O)C2CCCCC2)cc1OC	?	.
O=[N+]([O-])c1ccc(NCCNc2ccc(Cl)nn2)cc1	?	.

(further entries)
mol	Lipid storage S3	Lipid storage S3 cell count max
Cc1cccc(C)c1NC(=O)CN(C)C(=O)CCc1nc2sc3c(c2c(=O)[nH]1)CCCC3	?	.
O=C(c1ccco1)n1c(=S)nc2ccccn21	4%	.
CC(=O)Nc1ccc(C2Nc3ccccc3C(=O)N2C2CCCCC2)cc1 (configuration not stated)	14%	0
C[N+](C)(C)c1ccc(/C=N/Nc2nc(Cl)c(C#N)c(Cl)c2Cl)cc1	-4%	4
O=C(COC(=O)c1cccc(Cl)c1Cl)NCCN1C(=O)CSC1=O	14%	18
O=C(Cc1ccccc1)N1CCC(c2ccccc2)C1 (configuration not stated)	?	.
O=C(c1ccc(Cl)s1)N1CCN(c2nc3ccccc3s2)CC1	?	.
CCCn1nc(C(=O)Nc2cc(C(=O)OC)ccc2C)c2ccccc2c1=O	?	.
Cc1noc(N)c1C(=O)Nc1ccc(F)cc1	-6%	.
Cc1cccc(C(=O)NNC(=O)c2ccc(Br)cc2)c1	3%	-1
CN(C)c1ccc(C(CNC(=O)c2ccc(-c3ccccc3)cc2)N2CCOCC2)cc1 (configuration not stated)	?	.
CCCCCCCn1c2c(c(=N)c3c1CCC3)CCCC2	?	.
COc1ccccc1N(CC(=O)NC1CCCCC1)C(=O)CCC(=O)Nc1ccccn1	?	.
CCc1nn(CCCC(=O)NCc2ccccc2C)c(=O)c2cc3occc3n12	i	-19
Cc1cc(C)n2nc(S(=O)(=O)N(C)c3ccccc3)nc2n1	?	.
CCOC(=O)c1cnc2ccc(F)cc2c1Nc1ccc2c(c1)OCCO2	?	.
Cc1ccc2c(c1)[C@H]1[C@H](CO2)[C@H](c2ccccc2)[C@]2(C)C(=O)Nc3cc(Cl)ccc3C(=O)N12	?	.
COc1ccc(C(=O)N(Cc2cccs2)C2CCS(=O)(=O)C2)cc1 (configuration not stated)	?	.
Cc1ccc(C(=O)NCC(=O)OCC(=O)Nc2cc(C)c(C)cc2[N+](=O)[O-])cc1	?	.
COc1ccccc1N1CCN(C(=O)c2cc3c(C)nc4ccccc4c3o2)CC1	?	.

Remaining list, next part
mol	Lipid storage S3	Lipid storage S3 cell count max
Cc1cc(=O)oc2cc(OCC(O)CN3CCc4ccccc4C3)ccc12 (configuration not stated)	11%	-9
CCOC(=O)c1cc(S(=O)(=O)Nc2cccc(OC)c2)cn1C	?	.
COc1ccccc1CNC(=O)CN(c1ccc(C)cc1)S(=O)(=O)c1c(C)noc1C	i	-4
CCN(CC)CCN(Cc1cc2cc(C)ccc2[nH]c1=O)C(=O)Nc1ccccc1OC	i	.
O=C(c1ccc(F)c(F)c1)N1CCC2(CC1)NCCc1[nH]cnc12	?	.
CCN(CC(=O)Nc1c(F)cccc1F)C(=O)C1CCN(S(=O)(=O)c2ccc(C)c(C)c2)CC1	i	.
O=C(Nc1ccccc1-c1ccccc1)c1ccccc1	?	.
COc1cccc(N2CCN(C(=O)C3CCN(S(=O)(=O)c4cccs4)CC3)CC2)c1	10%	13
CC/C(=N/N=C(\CC)c1ccccc1)c1ccccc1	?	.
CN(CC(=O)Nc1cccc(F)c1)C(=O)c1cc(S(=O)(=O)N2CCN(c3ccccc3)CC2)ccc1Cl	?	.
C=CCN(c1ccc(C(=O)NCCN2CCOCC2)cc1)S(C)(=O)=O	7%	-2
O=C(CN1CCCCC1)NC(=O)Nc1ccccc1F	?	.
CNS(=O)(=O)c1cc(OCC(N)=O)c(C)cc1Cl	?	.
C=CCn1c(SCC(=O)Nc2ccccc2CC)nnc1-c1ccncc1	?	.
Cc1ccc2nc(NC(=O)C3CC3C)sc2c1 (configuration not stated)	?	.
N#CC(c1ccc(=O)[nH]n1)c1ccc(Cl)cc1Cl (configuration not stated)	?	.
O=C(CN1C(=O)c2ccccc2C1=O)N1CCN(c2ccccn2)CC1	?	.
Cc1c(NC(=S)N/N=C/c2ccc(N(C)C)cc2)c(=O)n(-c2ccccc2)n1C	-3%	-3
COC(=O)c1c[nH]n2c(=O)c(C(C)C)c(C)nc12	?	.
CC(C)(C)c1cc(C(=O)O)n[nH]1	0%	17

Remaining list, next part.
mol	Lipid storage S3	Lipid storage S3 cell count max
Cc1ccc(-c2cc(-c3ccc(C)cc3O)[nH]n2)cc1	?	.
N#C/C(C(N)=O)=c1/ccc2c(c1)N1C3=C(CCCC3)CC3CCCCC31N=2 (configuration not stated)	?	.
Cc1cccc(/C=C/c2onc(C)c2S(=O)(=O)N2CCC(C(=O)N3CCCCCC3)CC2)c1	-10%	-23
CCN(CC)CCOCCOc1ccccc1F	?	.
Nc1nnnn1NCc1cccc(OCc2ccccc2)c1	i	.
COCC1CCN(Cc2c(C(=O)N3CCc4ccccc4C3)nc3ccc(Cl)cn23)C1 (configuration not stated)	i	-12
Cc1cc(NC(=O)CC2CCCC2)ccc1Br	17%	22
COc1cc2c(cc1OC)C(C)N(C(=O)C(NC(=O)c1ccccc1)C(C)C)CC2 (configuration not stated)	i	-29
Cc1ccc2sc(N(CCN(C)C)C(=O)c3ccc4ccccc4c3)nc2c1C	?	.
CCOC(=O)C(=N/O)/C(C)=N/NC(C)=O	?	.
O=C(O)c1cc2ccccc2n1-c1ccccc1	?	.
CCOc1ccc(/C=C/[N+](=O)[O-])c2ccccc12	?	.
COCCNCC(=O)Nc1ccc(C)c(S(=O)(=O)N2CCCCC2)c1	?	.
CC1=C/C(=N\OC(=O)/C=C/c2ccccc2)C(C)=CC1=O	2%	7
CCOC(=O)N1CCN(Cc2cn[nH]c2-c2cccc3ccccc23)CC1	?	.
CN(C)CCCNc1c(C(=O)O)cnc2c1cnn2C	8%	10
CC1CCC(C(C)C)C(OP(=O)(c2ccc(N(C)C)cc2)C(O)c2cccnc2)C1 (configuration not stated)	5%	-1
CC(C)(C)c1cc(NC(=O)COC(=O)c2ccc3c(=O)n4c(nc3c2)CCC4)n(-c2ccccc2)n1	?	.
CC(=O)N1CCN(C(=S)Nc2ccc(Oc3ccccc3)cc2)CC1	?	.
O=C(NC1CCCCCC1)c1cc(S(=O)(=O)N2CCOCC2)ccc1N1CCCCC1	0%	3

Compound profiles, as listed above. Values in the order: Lipid storage S3	Lipid storage S3 cell count max
`CN(C)c1ccc(C(CNC(=O)c2ccc(-c3ccccc3)cc2)N2CCOCC2)cc1` (configuration not stated) is listed as ?	.
`CN(CC(=O)Nc1cccc(F)c1)C(=O)c1cc(S(=O)(=O)N2CCN(c3ccccc3)CC2)ccc1Cl` is listed as ?	.
`O=C(CN1C(=O)c2ccccc2C1=O)N1CCN(c2ccccn2)CC1` is listed as ?	.
`CCCCC(CC)C(=O)NCC(C)NC(=O)C(CC)CCCC` (configuration not stated) is listed as ?	.

Next section
mol	Lipid storage S3	Lipid storage S3 cell count max
Cc1nn(CCOc2ccccc2)c(=O)n1-c1ccccc1	-2%	.
CCCN(CC(=O)Nc1ccccc1OC)C(=O)c1cccc(S(=O)(=O)NCc2ccccc2)c1	i	6
CC1=C(C(=O)N2CCCC(N3CCN(c4cccc(C(F)(F)F)c4)CC3)C2)OCCO1 (configuration not stated)	10%	8
CCCC(=O)NCCc1ccc(S(N)(=O)=O)cc1	i	.
COc1ccc(C2c3c4c(n(C)c3CCN2C)CCN(C)C4c2ccc(OC)cc2)cc1 (configuration not stated)	?	.
CCOC(=O)N1CCC(NC(=O)C2CCCN(S(=O)(=O)c3ccc4c(c3)oc(=O)n4C)C2)CC1 (configuration not stated)	i	.
CC(C)(C)OC(=O)N1CCC(Cc2cc(-c3ccc(Cl)cc3)no2)(C(=O)O)CC1	?	.
CC1=NN(C(=O)c2ccccc2-n2cccc2)C(O)(C(F)(F)F)C1 (configuration not stated)	1%	-19
Nc1ccc2c(c1)nc(Cc1ccccc1)n2CCO	-4%	0
C#CCOCCOCCOCCNc1nc(N2CCN(C(=O)[C@H](CCC(=O)O)n3cc(C(N)CO)nn3)CC2)nc(N2CCN(C(=O)[C@H](CCC(=O)O)n3cc(C(N)[C@H](C)CC)nn3)CC2)n1 (some centres not stated)	2%	4
O=C(CN(C(=O)c1cc2c(s1)CCC2)C1CCCC1)NCc1cccs1	?	.
COc1ccc(CNCc2ccccc2C(F)(F)F)cc1	8%	22
CC1CCCCN1C(=O)C1CCN(S(=O)(=O)c2ccc(-n3cnnn3)cc2)CC1 (configuration not stated)	?	.
C/C(=N\NC(=O)c1cc(-c2cccnc2)nc2ccccc12)c1ccccc1O	?	.
COc1ccc2c(c1)[C@H]1[C@H](CO2)[C@H](c2ccccc2)[C@]2(C)C(=O)N(CC3CCCO3)CC(=O)N12 (some centres not stated)	i	-20
Cc1ccc2c(NC(=O)C3CC3)c(C)ccc2n1	?	.
CC(C)Cc1nn2c(=O)cc(COc3ccc(NC(=O)c4ccco4)cc3)nc2s1	?	.
CC(=O)c1cccc(NS(C)(=O)=O)c1	6%	-1
COc1ccc(-c2csc(C)n2)cc1Br	?	.

Three of the entries above in order of the Lipid storage S3 value, descending:
| compound | Lipid storage S3 | Lipid storage S3 cell count max |
| --- | --- | --- |
| CC(=O)c1cccc(NS(C)(=O)=O)c1 | 6% | -1 |
| C#CCOCCOCCOCCNc1nc(N2CCN(C(=O)[C@H](CCC(=O)O)n3cc(C(N)CO)nn3)CC2)nc(N2CCN(C(=O)[C@H](CCC(=O)O)n3cc(C(N)[C@H](C)CC)nn3)CC2)n1 (some centres not stated) | 2% | 4 |
| Nc1ccc2c(c1)nc(Cc1ccccc1)n2CCO | -4% | 0 |

Source: PubChem (National Center for Advancing Translational Sciences (NCATS))
